Bioassay records (PubChem BioAssay)
C1s inh: blocks human complement C1s protease activity | P09871 | purified C1s, fluorogenic AMC substrate, pooled mixtures | mean inhibition % of two 10-compound mixtures (active compounds read high), % at 5 µM (by protocol) | hit rate 0.16% among 62,000 | AID 538;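 active = inhibition above 20% in each of the two 10-compound mixture wells holding the compound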;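 note: 0% = enzyme wells lacking compound mixture and 100% = no-enzyme blank wells; some compounds called inactive have numbers as strong as hits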
Target sequence (P09871 16-437 limits assumed): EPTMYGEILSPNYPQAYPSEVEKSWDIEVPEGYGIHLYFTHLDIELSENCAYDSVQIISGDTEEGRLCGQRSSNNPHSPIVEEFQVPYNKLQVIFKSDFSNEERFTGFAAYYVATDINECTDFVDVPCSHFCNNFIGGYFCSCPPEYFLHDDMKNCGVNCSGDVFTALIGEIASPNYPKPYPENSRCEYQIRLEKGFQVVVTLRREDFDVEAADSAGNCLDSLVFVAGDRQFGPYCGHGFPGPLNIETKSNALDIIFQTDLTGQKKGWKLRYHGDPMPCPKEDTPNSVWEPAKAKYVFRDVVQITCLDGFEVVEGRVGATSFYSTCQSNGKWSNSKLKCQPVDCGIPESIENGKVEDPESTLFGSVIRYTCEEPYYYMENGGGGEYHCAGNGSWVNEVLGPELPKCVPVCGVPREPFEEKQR
Target sequence (P09871 438-688 limits assumed): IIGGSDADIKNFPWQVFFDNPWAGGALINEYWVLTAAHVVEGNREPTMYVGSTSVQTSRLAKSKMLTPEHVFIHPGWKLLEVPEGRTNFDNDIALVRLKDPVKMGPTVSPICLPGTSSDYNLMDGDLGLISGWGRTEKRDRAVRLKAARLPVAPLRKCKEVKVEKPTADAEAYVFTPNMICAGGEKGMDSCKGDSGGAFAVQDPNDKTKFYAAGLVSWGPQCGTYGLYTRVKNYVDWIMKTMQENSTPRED
CatB inh: human cathepsin B inhibition. P07858. purified cathepsin B, fluorogenic substrate, fluorescence. inhibition, %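 (tested at 10 µM)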. hit rate 0.1% among 63,000. AID 453; in the data active = inhibition above about 21%;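 note: 0% = enzyme with no compound and 100% = no enzyme blank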
HER2 expr 66K: inhibitors of human Her2 kinase expression | SKBR-3 HER2 protein level, AlphaScreen, 18-24 h; active compounds read low | hit rate 0.69% among 65,000 | P04626 | HER2 level % of control, % at 10 µM | AID 645;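 active = HER2 level under 5% of the carrier-only control; inconclusive = no clear call, values can overlap the other calls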;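 note: 100% = DMSO carrier and 0% = 500 nM PU-H71 HSP90 inhibitor; lower value means stronger loss of Her2 protein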
ROCK2 blocker: inhibitors of human Rho kinase 2; O75116; purified ROCK2, Kinase-Glo ATP depletion luminescence; inhibition, % at 6 µM; hit rate 0.35% among 60,000; AID 604;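 active = inhibition above the screen-wide mean inhibition plus 3 SD, cut at about 18% in these data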;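 note: plate controls were DMSO wells for no effect and Y-27632 control wells after no-enzyme background subtraction for full effect; many of its hits are not listed in these tables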
CatL inh: blocks human cathepsin L protease activity; AID 460; purified cathepsin L, fluorogenic substrate, fluorescence; P07711; inhibition, %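 (tested at 10 µM)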; hit rate 0.17% among 58,000; in the data active = inhibition above about 45%;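 note: 0% = enzyme with no compound and 100% = no enzyme blank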
Target sequence (P07711 114-288 limits assumed): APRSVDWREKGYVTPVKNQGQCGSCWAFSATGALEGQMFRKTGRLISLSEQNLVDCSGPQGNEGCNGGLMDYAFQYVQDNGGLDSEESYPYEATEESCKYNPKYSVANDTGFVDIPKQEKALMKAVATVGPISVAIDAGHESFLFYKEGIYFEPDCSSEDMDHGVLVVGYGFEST
Target sequence (P07711 292-333 limits assumed): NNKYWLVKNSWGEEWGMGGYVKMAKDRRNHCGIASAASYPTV
PKA inh: blocks human protein kinase A activity. PKA Kemptide phosphorylation, Kinase-Glo ATP luminescence. AID 524. inhibition, % at 6 µM. P17612. hit rate 0.1% among 65,000;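 active = inhibition above the screen-wide mean inhibition plus 3 SD, cut at about 21% in these data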; note: many of its hits are not listed in these tables
CatB mix inh: human cathepsin B inhibition by mixtures. hit rate 0.06% among 62,000. Purified cathepsin B, AMC dipeptide fluorescence, compound mixtures. P07858. AID 488. inhibition, %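 (ten-compound pools at 5 µM per compound and 50 µM total)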; in the data active = inhibition above about 22%, passing the limit was not always enough; inconclusive = no clear call, values can overlap the other calls;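 note: 0% = enzyme without compound and 100% = no enzyme blank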
CatS block: blocks human cathepsin S protease activity | inhibition, %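 (tested at 5 µM per compound within 10-compound mixtures)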 | P25774 | hit rate 0.06% among 62,000 | recombinant cathepsin S, AMC dipeptide fluorescence, pooled mixtures; in the data active = inhibition above about 32%, passing the limit was not always enough; inconclusive = no clear call, values can overlap the other calls;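 note: 0% = enzyme without compound and 100% = blank without enzyme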
Cathepsin G inh: blocks human cathepsin G enzyme activity | P08311 | purified enzyme, AMC-tetrapeptide fluorescence, pooled mixtures | inhibition, % at 5 µM (by protocol) | hit rate 0.2% among 62,000;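 active = inhibition above 20% in each of the two mixture wells holding the compound; inactive = inhibition of 20% or less in either well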;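 note: 0% = enzyme control without mixture and 100% = blank lacking enzyme; strong numbers were not always called active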
* hit, by the source's call; ? = inconclusive; nt = not tested or not shown.

Below each compound: C1s inh	CatB inh	HER2 expr 66K	ROCK2 blocker	CatL inh	PKA inh	CatB mix inh	CatS block	Cathepsin G inh
> Cc1cc2ccccc2c(=O)n1CC(=O)NCC(=O)N1CCCC1
  -4	0	80	-2	-4	-1	3	-3	7
> CC(C)C1CC(O)(C2(O)CCCCC2)ON1 (stereo not given)
  -23	-7	91	2	-5	3	3	-4	-1
> CN1CCN(C(=O)c2c(O)c3cccc4c3n(c2=O)CCC4)CC1
  1	-2	166	3	nt	-1	8	-2	3
> Clc1ccccc1-c1nnc2sc(-c3ccco3)nn12
  nt	2	105	1	17	-3	nt	nt	nt
> CC(=O)N1CCc2cc(S(=O)(=O)CCC(=O)NCc3ccc4c(c3)OCO4)ccc21
  -32	2	203	6	-6	6	-2	-4	-10
> O=C(NCc1cccs1)C1CCN(S(=O)(=O)N2CCCC2)CC1
  -80	6	103	3	21	5	-1	0	2
> CCOC(=O)N1CCN(C(=O)Cn2cc3c(n2)CCCC3)CC1
  -6	-1	106	1	12	1	4	8	0
> O=C(O)CCC(=O)N(Cc1cccs1)Cc1cccs1
  11	6	58	nt	nt	10	3	0	10
> OC(CN1CCOCC1)CN1CCOCC1
  14	0	84	-9	-4	-6	3	2	9
> COc1cccc(/C=N/n2cnnc2)c1OCc1ccccc1
  -8	-3	131	nt	18	nt	-4	9	3
> N#C/C(=C1/CCCCCN1)c1nc2ccccc2[nH]1
  -1	-2	60	1	1	4	4	3	-3
> COCC(C)n1c(SCC(=O)N2CCCCC2)nc2ccccc2c1=O (stereo not given)
  0	-1	99	2	-6	4	4	-7	8
> CCCCOCCCNC1=NCCCCC1
  12	7	111	-1	-2	-3	4	0	13
> Cn1c(=O)c2c(nc(SCCCO)n2Cc2ccccc2Cl)n(C)c1=O
  -5	1	101	1	-4	1	-9	-1	10
> c1cncc(-c2nc(-c3cccs3)cs2)c1
  4	7	140	nt	8	1	2	0	7
> Cc1ccc(-c2cc(C(=O)Nc3cnn(C45CC6CC(CC(C6)C4)C5)c3)no2)cc1
  -2	0	88	2	-1	3	2	3	-4
> CC(C)(C)C(=O)/C=C(\N)c1ccccn1
  -1	4	64	-4	3	-3	3	-6	1
> COc1ccc(Br)cc1CNC(=O)C1CCC(=O)N1C(C)C (stereo not given)
  0	0	51	0	7	6	-4	-1	-3
> Cc1ccc(-c2ccc(=O)n(CC(=O)NCCN3CCCCC3C)n2)cc1 (stereo not given)
  0	0	74	6	2	10	0	-1	2
> CCOC(=O)c1cc(NC(=O)c2c(C)noc2C)cc(C(=O)OCC)c1
  0	4	105	-2	27	-2	6	15	-2
> CCOc1cccc(NC(=O)C2CCCN(S(=O)(=O)c3ccc(-n4cnnn4)cc3)C2)c1 (stereo not given)
  7	2	95	-2	6	2	3	3	9
> Cc1ccc(NC(=O)c2cc(C)on2)cc1
  5	-6	84	5	24	14	1	8	3
> O=C(c1cccc(Cl)c1)N(Cc1cccs1)C1CCS(=O)(=O)C1 (stereo not given)
  -41	0	115	-2	-3	3	-1	-8	2
> O=C(c1ccc2c(c1)OCO2)N1CCNc2ccccc2C1
  12	2	71	0	3	-1	5	1	10
> CCC1(CC)NC(=O)N(CC(=O)OCC(=O)Nc2cc(C)ccc2C)C1=O
  6	-4	107	2	0	3	3	-5	-2
> O=C1CCCc2c1[nH]c1ccccc21
  12	3	97	3	24	6	-4	2	6
> CCOc1ccc(OCC)c(NC(=O)CNS(=O)(=O)c2cccs2)c1
  -3	8	92	nt	-6	2	6	-5	7
> CCn1c(=O)c(C(=O)NCc2ccc(OC)cc2)c(O)c2ccccc21
  0	1	85	5	3	5	1	3	-9
> Nc1cc(N)nc(SCC(=O)N2CCCCC2)n1
  -10	11	124	0	19	3	5	17	-6
> CCOC(OCC)P(=O)(c1ccccc1)c1ccccc1
  -1	nt	73	2	3	3	4	15	0
> CCCN(CCC)C(=O)C1c2ccccc2Oc2ccccc21
  0	8	114	0	nt	5	8	8	-3
> O=C1c2ccccc2C(=O)N1CCCc1nc(-c2ccc(Cl)cc2)no1
  -3	-1	95	0	-6	4	-2	5	-2
> O=C(Nc1ccc(Cl)c(Cl)c1)c1ccncc1
  -21	-1	124	nt	7	nt	-4	7	-3
> Cc1ccc(C)n1-n1c(C)nc2sc3c(c2c1=O)CCCCC3
  -24	-1	180	-1	3	6	-1	-2	-4
> Cc1[nH]nc2c1C(c1ccc(F)cc1)C(C#N)=C(N)O2 (stereo not given)
  13	4	103	3	12	2	5	0	10
> CC(C)c1ccc(NC(=O)C2CCN(S(C)(=O)=O)CC2)cc1
  38	9	96	-1	9	2	3	6	-9
> Cc1cc(C)cc(CC2CC(=O)N(c3ccc4c(c3)OCCO4)C2=O)c1 (stereo not given)
  -6	-1	86	2	-3	5	2	-4	-2
> CCCCOn1c(C)c(C(=O)OCC)c2c3no[n+]([O-])c3ccc21
  -18	3	102	6	-4	7	-2	-2	-11
> Cc1ccc(S(=O)(=O)N2CCN(c3ncnc4c3cnn4-c3ccccc3)CC2)cc1
  4	0	61	2	2	3	6	0	2
> Cc1nc2c(ccc3nc(NC(=O)c4ccc5c(c4)OCCO5)sc32)s1
  -4	1	46	6	21	4	1	3	7
> CCN(CC)CCCN1C(=O)C(=O)/C(=C(/O)c2ccc3c(c2)CC(C)O3)C1c1ccncc1 (stereo not given)
  nt	-1	117	-6	6	2	nt	nt	nt
> CCN1CCN(S(=O)(=O)c2cc(OC)ccc2OC)CC1
  -6	1	81	1	36	0	-5	-5	4
> COc1cc(-c2nnc3sc(-c4cccs4)nn23)cc(OC)c1OC
  -2	-1	81	-6	14	-13	-5	9	0
> O=C(CNC(=O)c1ccccc1)NC1(C(=O)NC2CCCC2)CCCCC1
  -124	4	98	2	-3	12	-6	-20	-13
> CNc1nnc(-c2cccc(N(C)C)c2)s1
  19	-3	98	5	-19	8	3	4	7
> CCOC(=O)N1CCN(c2c(NC3CCN(Cc4ccccc4)CC3)c(=O)c2=O)CC1
  6	-2	87	4	nt	0	3	-5	7
> O=C(CN1CCN(S(=O)(=O)c2ccc(F)cc2)CC1)Nc1ccccc1F
  13	2	105	7	20	7	3	4	11
> CC(=O)c1ccc(OCCCC(=O)NCC(c2ccco2)N(C)C)cc1 (stereo not given)
  16	6	105	nt	19	-7	4	6	9
> O=C(c1cc(-c2ccccc2)on1)N1CCN(Cc2ccc3c(c2)OCO3)CC1
  12	8	90	5	12	7	3	?	22
> CCN1CCN(Cc2nc3c(c(=O)n(C)c(=O)n3C)n2Cc2ccccc2Cl)CC1
  -7	0	57	-3	13	-6	2	-5	0
> Cc1c(NC(=O)C(CC(=O)O)NCc2ccco2)c(=O)n(-c2ccccc2)n1C (stereo not given)
  8	2	96	4	5	4	2	7	9
> C=CCn1cnc2c(c1=O)c1nc3ccccc3nc1n2/N=C/c1cc(OC)c(OC)c(OC)c1
  1	-1	-25*	1	20	1	8	9	5
> CN(C)CCNc1oc(COc2ccc(Cl)cc2)nc1C#N
  -32	-1	111	4	8	4	-5	5	-10
> COc1ccc2c(c1OC)C(=O)N1c3ccccc3C(=O)N(c3ccc(F)cc3)C21 (stereo not given)
  -16	-4	104	-11	7	1	-2	-3	-3
> Cc1cc(NC(=O)c2ccccc2Oc2ccccc2)no1
  12	0	95	-1	6	4	6	-2	8
> COC(=O)c1sccc1NC(=O)c1ccc2c(c1)OCO2
  -9	-5	69	nt	8	nt	6	1	-2
> O=C(O)c1ccc2c(c1)CC(c1ccccc1)OC2=O (stereo not given)
  -4	-10	123	6	12	12	-3	0	0
> Cc1onc(-c2ccccc2Cl)c1C(=O)OCC(=O)N1CCCc2ccccc21
  0	-2	92	4	2	9	0	3	0
> CCCOc1ccc(C2NC(=O)NC2=O)cc1 (stereo not given)
  nt	4	109	6	10	4	nt	nt	nt
> CCOC(=O)CCc1nc2ccccc2[nH]c1=O
  -19	1	94	2	-1	4	3	9	-6

(listing goes on)
Below each compound: C1s inh	CatB inh	HER2 expr 66K	ROCK2 blocker	CatL inh	PKA inh	CatB mix inh	CatS block	Cathepsin G inh
> CCOC(=O)c1c(C)c(C(=O)NCCCOC(C)C)c(C)n1C
  11	4	113	-1	-1	-6	5	24	3
> O=C(CCS(=O)(=O)c1cccc2nonc12)NCCc1ccccc1Cl
  -46	5	128	nt	27	4	5	10	-9
> Cc1nc(C)c(-c2ccccc2)c(=O)[nH]1
  1	0	106	-4	-4	2	3	6	6
> CN(C)CCCN1C(=O)c2oc3ccccc3c(=O)c2C1c1cccs1 (stereo not given)
  -4	1	90	4	-5	13	0	18	4
> COC(=O)c1ccccc1NC(=O)c1cnc2sccn2c1=O
  -2	5	97	-1	3	-3	-10	6	6
> CCc1ccc(NC(=O)Cn2c(=O)oc3cc(S(=O)(=O)N4CCOCC4)ccc32)cc1
  -3	5	86	3	nt	-3	4	12	10
> CN1CCN(Cc2c(O)ccc3c(=O)c(Oc4ccccc4Cl)c(C(F)(F)F)oc23)CC1
  -29	10	96	-9	nt	-4	6	19	-9
> CC1(C)C(=O)Nc2ccccc2N1C(=O)COC(=O)C12CC3CC(CC(O)(C3)C1)C2
  13	4	86	1	-4	3	4	8	9

An excerpt of these results, with tabs.
SMILES	C1s inh	CatB inh	HER2 expr 66K	ROCK2 blocker	CatL inh	PKA inh	CatB mix inh	CatS block	Cathepsin G inh
Cc1c(NC(=O)C(CC(=O)O)NCc2ccco2)c(=O)n(-c2ccccc2)n1C (stereo not given)	8	2	96	4	5	4	2	7	9
C=CCn1cnc2c(c1=O)c1nc3ccccc3nc1n2/N=C/c1cc(OC)c(OC)c(OC)c1	1	-1	-25*	1	20	1	8	9	5
CN(C)CCNc1oc(COc2ccc(Cl)cc2)nc1C#N	-32	-1	111	4	8	4	-5	5	-10
COc1ccc2c(c1OC)C(=O)N1c3ccccc3C(=O)N(c3ccc(F)cc3)C21 (stereo not given)	-16	-4	104	-11	7	1	-2	-3	-3
Cc1cc(NC(=O)c2ccccc2Oc2ccccc2)no1	12	0	95	-1	6	4	6	-2	8
COC(=O)c1sccc1NC(=O)c1ccc2c(c1)OCO2	-9	-5	69	nt	8	nt	6	1	-2
O=C(O)c1ccc2c(c1)CC(c1ccccc1)OC2=O (stereo not given)	-4	-10	123	6	12	12	-3	0	0
Cc1onc(-c2ccccc2Cl)c1C(=O)OCC(=O)N1CCCc2ccccc21	0	-2	92	4	2	9	0	3	0
CCCOc1ccc(C2NC(=O)NC2=O)cc1 (stereo not given)	nt	4	109	6	10	4	nt	nt	nt
CCOC(=O)CCc1nc2ccccc2[nH]c1=O	-19	1	94	2	-1	4	3	9	-6
CCOC(=O)c1c(C)c(C(=O)NCCCOC(C)C)c(C)n1C	11	4	113	-1	-1	-6	5	24	3
O=C(CCS(=O)(=O)c1cccc2nonc12)NCCc1ccccc1Cl	-46	5	128	nt	27	4	5	10	-9
Cc1nc(C)c(-c2ccccc2)c(=O)[nH]1	1	0	106	-4	-4	2	3	6	6
CN(C)CCCN1C(=O)c2oc3ccccc3c(=O)c2C1c1cccs1 (stereo not given)	-4	1	90	4	-5	13	0	18	4
COC(=O)c1ccccc1NC(=O)c1cnc2sccn2c1=O	-2	5	97	-1	3	-3	-10	6	6

Entries of single compounds, looked up by structure.
`CCc1ccc(NC(=O)Cn2c(=O)oc3cc(S(=O)(=O)N4CCOCC4)ccc32)cc1` reads C1s inh = -3; CatB inh = 5; HER2 expr 66K = 86; ROCK2 blocker = 3; CatL inh = nt; PKA inh = -3; CatB mix inh = 4; CatS block = 12; Cathepsin G inh = 10
`CC1(C)C(=O)Nc2ccccc2N1C(=O)COC(=O)C12CC3CC(CC(O)(C3)C1)C2` reads C1s inh = 13; CatB inh = 4; HER2 expr 66K = 86; ROCK2 blocker = 1; CatL inh = -4; PKA inh = 3; CatB mix inh = 4; CatS block = 8; Cathepsin G inh = 9

These rows are one share of the data; count on the stated rates, not on these rows.
